# Rac1 act GTP bind – human Rac1 activated mutant GTP binding change; P63000; GST-Rac1 activated beads, fluorescent GTP binding, flow cytometry; actives lie on both sides; 100% means binding = to untreated wells; percent activity (GTP binding), % at 10 µM; 190,000 tested, 0.11% active;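 active = GTP binding at least 20 percentage points away from the 100% baseline, in either direction, so actives lie on both sides; inconclusive = Compound likely fluorescent itself, or too few beads counted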
# Bim-Bfl-1 – disrupts Bim binding to human Bfl-1 | Q16548 | AID 1008 | Bead-based flow cytometry, Bim-Bfl-1 binding inhibition | 190,000 tested, 0.12% active | inhibition, % at 10 µM;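 also: 0% = wells without compound plus tracer and 100% = blocker peptide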
# Bcl-XL Bim block – disrupts Bim peptide binding to human Bcl-XL | bead flow cytometry, fluorescence | inhibition, % at 10 µM | 190,000 tested, 0.04% active | AID 1007
# Target sequence (Q07817 whole entry, looked up): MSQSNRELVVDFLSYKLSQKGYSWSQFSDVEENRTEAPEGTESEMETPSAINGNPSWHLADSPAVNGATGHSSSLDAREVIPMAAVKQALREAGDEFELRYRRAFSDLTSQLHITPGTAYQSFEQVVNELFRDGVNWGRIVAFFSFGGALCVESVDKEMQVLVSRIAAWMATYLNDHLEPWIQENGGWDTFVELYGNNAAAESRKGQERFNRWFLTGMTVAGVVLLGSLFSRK
# Rab2A wt mod – changes GTP binding to wildtype dog Rab2A, up or down; 190,000 tested, 0.19% active; P61105; GST-Rab2 wt beads, Bodipy-GTP binding, flow cytometry; AID 760; GTP binding activity, % at 10 µM;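 active = GTP binding activity at least 20 points away from 100%, either lowered or raised; inconclusive = signal likely due to the compound's own green fluorescence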;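 also: 0% = beads with excess unlabeled GTP and 100% = no-compound control corrected for plate trend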
# Rab7 wt modul – modulators of GTP binding to dog Rab7 wildtype GTPase. GST-Rab7 beads, fluorescent GTP binding, flow cytometry; actives lie on both sides; untreated = 100%, excess cold GTP = 0%. GTP binding activity (percent of control), % at 10 µM. 190,000 tested, 0.055% active;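 active = fluorescent GTP binding to Rab7 beads changed by at least 20 points from the 100% baseline, either direction, mostly lower; inconclusive = compound itself probably fluorescent, or too few beads counted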;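 also: median green fluorescence of bound Bodipy-FL-GTP per Rab7 bead population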
# Bim-Bcl-W – inhibitors of Bim-Bcl-W interaction, human. 190,000 tested, 0.02% active. inhibition, % at 10 µM. bead-based flow cytometry, Bim peptide-Bcl-W binding;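 also: 0% = bound tracer without compound and 100% = peptide blocker; higher means less fluorescent Bim peptide bound to Bcl-W beads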
# Target sequence (Q92843 whole entry, looked up): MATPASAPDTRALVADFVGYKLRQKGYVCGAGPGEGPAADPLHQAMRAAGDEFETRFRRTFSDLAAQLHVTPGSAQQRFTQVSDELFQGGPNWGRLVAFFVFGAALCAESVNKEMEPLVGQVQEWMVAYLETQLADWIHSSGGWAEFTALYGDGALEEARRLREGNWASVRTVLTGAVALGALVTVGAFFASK
# Bcl-B Bim block – human Bim-Bcl-B interaction inhibition. bead-based flow cytometry, Bim peptide-Bcl-B binding. inhibition, % at 10 µM. 190,000 tested, 0.073% active. AID 951;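 also: 0% = tracer peptide without compound and 100% = reference inhibitor peptide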
# Target sequence (Q9HD36 whole entry, looked up): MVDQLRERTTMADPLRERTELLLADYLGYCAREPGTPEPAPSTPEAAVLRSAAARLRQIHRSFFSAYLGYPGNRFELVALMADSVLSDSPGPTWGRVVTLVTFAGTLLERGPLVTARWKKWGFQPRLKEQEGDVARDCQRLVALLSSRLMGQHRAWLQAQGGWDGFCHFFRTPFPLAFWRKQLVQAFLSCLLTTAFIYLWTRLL
# Bcl-2 Bim block – human Bim-Bcl-2 interaction inhibition; Bead-based flow cytometry, Bim peptide-Bcl-2 binding; 190,000 tested, 0.06% active; inhibition, % at 10 µM; P10415; AID 950; in the data active = inhibition above about 40%; inconclusive = no clear call, values can overlap the other calls;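 also: 0% = no compound wells with probe peptide and 100% = reference peptide inhibitor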
# Cdc42 wt – human Cdc42 wildtype GTP binding change, either direction | GST-Cdc42 beads, Bodipy-GTP binding, flow cytometry; actives lie on both sides | P60953 | percent activity (GTP binding), % at 10 µM | 190,000 tested, 0.2% active | AID 761;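 active = percent activity GTP binding at least 20 points away from the 100% baseline, either down as inhibitor or up as activator; inconclusive = compound flagged as likely green fluorescent from well-wide comparison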;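 also: median bead fluorescence of bound Bodipy-FL-GTP at 100 nM; 0% = excess unlabeled GTP control and 100% = no compound control; below 100% means less GTP binding so inhibitor and above means activator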
# Target sequence (P60953 whole entry, looked up): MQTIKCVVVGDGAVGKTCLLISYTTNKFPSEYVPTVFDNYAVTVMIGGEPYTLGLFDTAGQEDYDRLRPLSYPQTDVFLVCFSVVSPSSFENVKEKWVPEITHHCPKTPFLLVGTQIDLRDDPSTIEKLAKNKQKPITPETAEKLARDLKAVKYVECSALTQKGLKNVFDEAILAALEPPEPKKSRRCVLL
# HRas wt GTP – changes GTP binding to wildtype human HRas | GTP binding activity, % at 10 µM | 190,000 tested, 0.14% active | GST-Ras wt beads, Bodipy-FL-GTP binding, flow cytometry; actives lie on both sides | P01112;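 active = GTP binding activity at least 20% away from the 100% baseline, either lowered as inhibitor or raised as activator; inconclusive = flagged as likely green fluorescent, judged across all proteins in the well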;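 also: 0% = unlabeled GTP competition control and 100% = no-compound control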
# Target sequence (P01112 whole entry, looked up): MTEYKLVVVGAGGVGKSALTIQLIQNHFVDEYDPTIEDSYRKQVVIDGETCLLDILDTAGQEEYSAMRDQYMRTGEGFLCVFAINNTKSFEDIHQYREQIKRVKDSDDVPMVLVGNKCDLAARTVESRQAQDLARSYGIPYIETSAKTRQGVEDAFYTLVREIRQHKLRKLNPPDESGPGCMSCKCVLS
# Rac1 wt modul – human Rac1 wildtype GTP binding, inhibitors and activators | GST-Rac1 beads, fluorescent GTP binding, flow cytometry; actives lie on both sides; 0 = cold GTP competed, 100 = untreated | GTP binding activity (% of control), % at 10 µM | 190,000 tested, 0.27% active;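 active = GTP binding activity at least 20 points away from the 100% control level, either lower or higher; inconclusive = compound flagged as likely green fluorescent, judged across all proteins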
# The depositor's hits bear a star; ? = inconclusive. Rule as the data show it, unless noted: active = inhibition above about 40%. Compounds were not picked by outcome, and some 0.62% of all compounds hit somewhere here.
# Results follow in this order: Rac1 act GTP bind	Bim-Bfl-1	Bcl-XL Bim block	Rab2A wt mod	Rab7 wt modul	Bim-Bcl-W	Bcl-B Bim block	Bcl-2 Bim block	Cdc42 wt	HRas wt GTP	Rac1 wt modul
- CC(C)c1ccc(NC(=O)COC(=O)CCC(=O)c2cccs2)cc1
 : 97	-2	-8	98	95	-4	-6	-4	99	96	102
- CC(O)CNCCNCc1cccs1 (stereo not given)
 : 94	-2	-1	98	107	-1	-2	-1	99	99	98
- CCc1nn(CC(=O)NCCCN(Cc2ccccc2)C(C)C)c(=O)c2cc3sccc3n12
 : 99	-8	-10	103	100	-12	-12	-6	100	102	101
- COc1ccccc1-n1c(C)nc2cc(C(=O)NCc3ccc4c(c3)OCO4)ccc21
 : 95	-7	-10	95	97	-9	-15	-7	99	95	97
- C/C(N)=C(/C#N)C(=O)COC(=O)c1ccccc1O
 : ?	0	-6	?	?	-3	-6	-2	?	?	?
- O=C(Cn1ccc2ccccc2c1=O)Nc1ccc2c(c1)OCO2
 : 98	-9	-6	99	96	-3	-7	-10	98	98	100
- C=CCN1C(=O)C(O)=C(C(C)=O)C1c1ccccc1F (stereo not given)
 : 98	-18	-4	98	99	-1	-7	-13	100	99	102
- CC(NC(=O)CN1CCCC1)C12CC3CC(CC(C3)C1)C2 (stereo not given)
 : 97	-2	0	98	96	-1	-2	-4	100	99	100
- Cn1c(=O)c2c(nc(N3CCc4ccccc4C3)n2Cc2ccccc2F)n(C)c1=O
 : 99	-3	-6	101	97	-5	-2	-2	104	102	107
- COC(=O)C1=C(COc2ccccc2)NC(=O)NC1c1ccc(Br)cc1 (stereo not given)
 : 98	-2	-7	100	98	-3	0	-2	104	96	103
- CCOC(=O)c1ccc2ncc(C(=O)OCC)c(NCc3ccco3)c2c1
 : 98	0	-2	96	94	1	0	0	97	96	97
- CC(NC(=S)NCCc1ccccc1)C(c1cccs1)N1CCN(C)CC1 (stereo not given)
 : 98	-1	-2	98	98	-7	-5	-1	101	99	106
- C[C@H]1C[C@@H]2[C@H]([C@@H](O)C[C@@]3(C)[C@H]2CC[C@]3(O)C(=O)CO)[C@@]2(C)C=CC(=O)C=C12
 : 97	1	-1	98	102	-4	-4	-1	102	98	102
- O=C(NCc1ccccc1)c1ccc(Cn2cc(C(F)(F)F)ccc2=O)cc1
 : 95	-5	0	96	95	3	-1	-1	94	98	90
- CCOC(=O)C(=CNCC(=O)O)C(=O)OCC
 : 105	-11	-2	105	108	5	-3	-9	109	107	111
- CC(C)CCn1c(=O)c(C(=O)N/N=C/c2cccc(F)c2)c(O)c2ccccc21
 : 94	-4	-8	97	101	-4	-4	-6	98	97	100
- COc1cc(NC(=O)CN2c3ccccc3CC2C)cc(OC)c1OC (stereo not given)
 : 99	-2	-3	101	98	3	0	0	103	101	99
- O=C(NC1CCCC1)c1ccc2nc(-c3ccco3)c(-c3ccco3)nc2c1
 : 92	3	2	92	96	6	2	4	91	92	93
- CCc1ccc(C(=O)NC(=S)Nc2ccc3c(c2)OCCO3)cc1
 : 96	0	-8	96	99	-6	-8	-4	99	97	100
- Cc1cccc2nc(CSc3ccccc3C(=O)O)cn12
 : 96	-8	-12	97	97	-5	-7	-9	99	98	100

# In another format: entries from further up.
Structure	Rac1 act GTP bind	Bim-Bfl-1	Bcl-XL Bim block	Rab2A wt mod	Rab7 wt modul	Bim-Bcl-W	Bcl-B Bim block	Bcl-2 Bim block	Cdc42 wt	HRas wt GTP	Rac1 wt modul
O=C(Cn1ccc2ccccc2c1=O)Nc1ccc2c(c1)OCO2	98	-9	-6	99	96	-3	-7	-10	98	98	100
C=CCN1C(=O)C(O)=C(C(C)=O)C1c1ccccc1F (stereo not given)	98	-18	-4	98	99	-1	-7	-13	100	99	102
CC(NC(=O)CN1CCCC1)C12CC3CC(CC(C3)C1)C2 (stereo not given)	97	-2	0	98	96	-1	-2	-4	100	99	100

# Quoted from the listing.
# C[C@H]1C[C@@H]2[C@H]([C@@H](O)C[C@@]3(C)[C@H]2CC[C@]3(O)C(=O)CO)[C@@]2(C)C=CC(=O)C=C12 – Cdc42 wt = 102
# CC(C)CCn1c(=O)c(C(=O)N/N=C/c2cccc(F)c2)c(O)c2ccccc21 – Bcl-2 Bim block = -6
# CC(C)c1ccc(NC(=O)COC(=O)CCC(=O)c2cccs2)cc1 – Bim-Bfl-1 = -2

# Other structures:
# Results follow in this order: Rac1 act GTP bind	Bim-Bfl-1	Bcl-XL Bim block	Rab2A wt mod	Rab7 wt modul	Bim-Bcl-W	Bcl-B Bim block	Bcl-2 Bim block	Cdc42 wt	HRas wt GTP	Rac1 wt modul
- CC(C)(C)c1cc(C(=O)N2CCc3ccccc32)ccn1
 : 101	-15	-1	102	101	0	-5	-6	104	103	105
- CCCS(=O)(=O)N1CCc2cc(OC)c(OC)cc2C1
 : 101	-3	-1	102	101	-3	0	-2	102	103	104
- CN(C)CCCNc1oc(-c2ccccc2)nc1C#N
 : 99	-1	-3	102	103	-3	-2	-1	100	102	100
- Cc1cc2ncc(C(=O)Nc3ccsc3C(=O)O)c(C)n2n1
 : 91	-1	-1	94	91	3	3	0	94	94	95
- CCCCC(=O)Nc1ccc(NC(=O)c2ccccc2[N+](=O)[O-])cc1OC
 : 103	-15	-4	104	102	-3	-8	-4	103	104	106
- O=C(NCCc1ccccn1)c1cc(-c2cccc3ccccc23)nc2ccccc12
 : 100	-9	-5	99	100	-4	-9	-12	98	98	103
- COc1ccc(Cc2noc(CN(C)CC3(N4CCOCC4)CCCCC3)n2)cc1OC
 : 95	-6	-2	97	94	-3	-5	-5	101	98	100
- C=C1N(CCCCCC(=O)O)C(=O)OC12CCCCC2
 : 100	-10	-2	108	105	3	-9	-7	106	104	108
- Cc1cc(C)n2nc3ccccc3c2n1
 : 98	-9	-4	98	101	3	-5	0	98	100	100
- COc1ccc(C(=O)NCCc2cc3c(OC)ccc(OC)c3[nH]c2=O)cc1OC
 : 95	-3	-4	100	109	-3	-7	0	97	97	97
- CCC1CCCCN1C(=O)c1sc2nc(C)nc(N(CC)CC)c2c1C (stereo not given)
 : 100	0	-3	99	99	-1	-3	-1	106	101	100
- O=C1c2ccccc2C(=O)N1CCCCCc1nc(-c2ccccc2)no1
 : 97	-10	-9	100	101	0	-5	-7	98	101	101
- O=C(CSc1nnc(C2CC2)n1Cc1ccccc1)c1ccc(S(=O)(=O)N2CCOCC2)cc1
 : 98	9	6	95	95	6	4	5	97	98	98
- CCCOc1ccc(-c2nnc(-c3ccco3)o2)cc1
 : 99	2	0	102	96	-2	0	0	101	99	100
- CCOC(=O)c1c(NC(=O)c2ccc(N3C(=O)[C@@H]4[C@H](C3=O)[C@H]3C=C[C@@H]4C3)cc2)sc2c1CCCC2
 : 101	-12	-4	101	101	-1	-7	-4	95	101	102
- O=C(NC1CCS(=O)(=O)C1)/C(=C/c1ccco1)NC(=O)c1ccccc1 (stereo not given)
 : 96	-16	-3	98	102	-2	-6	-4	97	98	94
- CCN1C/C(=C/c2ccc(OC)c(O)c2)C(=O)/C(=C/c2ccc(OC)c(O)c2)C1
 : 96	5	-2	98	108	0	-3	0	97	99	97
- Cc1ccc(N=c2c([N+](=O)[O-])nn(-c3ccccc3)n2O)c(C)c1
 : 100	16	-2	102	102	1	-3	1	103	102	100
- CC(=O)CSc1nc(-c2cccs2)c(C#N)c(=O)[nH]1
 : 82	-3	-2	88	95	0	-2	-4	87	93	91
- CN1CCN(c2nc(N3CCN(c4ccccc4)CC3)ncc2F)CC1
 : 98	0	-2	99	104	1	1	0	101	101	98

# An excerpt of these results, with values ahead of the structure.
Rac1 act GTP bind,Bim-Bfl-1,Bcl-XL Bim block,Rab2A wt mod,Rab7 wt modul,Bim-Bcl-W,Bcl-B Bim block,Bcl-2 Bim block,Cdc42 wt,HRas wt GTP,Rac1 wt modul,molecule
100,16,-2,102,102,1,-3,1,103,102,100,Cc1ccc(N=c2c([N+](=O)[O-])nn(-c3ccccc3)n2O)c(C)c1
82,-3,-2,88,95,0,-2,-4,87,93,91,CC(=O)CSc1nc(-c2cccs2)c(C#N)c(=O)[nH]1

# (list continues)
# Results follow in this order: Rac1 act GTP bind	Bim-Bfl-1	Bcl-XL Bim block	Rab2A wt mod	Rab7 wt modul	Bim-Bcl-W	Bcl-B Bim block	Bcl-2 Bim block	Cdc42 wt	HRas wt GTP	Rac1 wt modul
- COc1ccc(C(=O)N/N=C2\SCC(=O)N2Cc2ccc3c(c2)OCO3)c(OC)c1
 : 97	-3	-5	94	94	-3	1	0	95	95	96
- CC(=O)CCc1ccc2oc(C(=O)O)c(C)c2c1
 : 98	-9	-2	100	100	0	-4	-10	98	100	101
- O=C(NC1CCCCCC1)c1cccs1
 : 100	-17	-9	96	96	-2	-10	-11	96	98	103
- Cc1[nH]n(-c2ccccc2)c(=O)c1C=NCCc1ccccc1
 : 96	-3	-1	96	96	0	-1	-2	97	96	101
- CC(C)C(NS(=O)(=O)c1cccs1)C(=O)N1CCc2ccccc2C1 (stereo not given)
 : 100	-2	1	102	104	0	-3	0	104	101	102
- COc1ccc(-c2nn(CCC#N)cc2/C=N/O)cc1
 : 100	-8	-5	99	96	-3	-8	-3	100	96	102
- O=C(NCCC1=CCCCC1)C1CCN(S(=O)(=O)c2ccccc2)CC1
 : 97	-6	-1	101	102	0	-4	-2	97	102	100
- CCOC(=O)C1=NN(c2ccccc2)C(c2ccccc2)CC1=O (stereo not given)
 : 96	0	3	99	96	-1	0	-1	99	100	106
- COc1ccc(-c2nnc(SCC3CCCO3)n2C)cc1 (stereo not given)
 : 96	-2	-1	94	94	0	0	1	91	94	96
- CCCc1nc2oc3c(NCCOCCO)ncnc3c2c2c1COC(C)(C)C2
 : 99	0	0	103	99	1	0	0	102	104	100
- Cc1cc(NC(=O)C2CC(c3cccc(Br)c3)=NO2)no1 (stereo not given)
 : 100	-15	-10	100	98	0	-7	-7	99	97	104
- C=CCn1c(-c2cccc(OC)c2)n[nH]c1=S
 : 101	-5	-6	100	100	-5	-14	-5	102	101	102
- Cc1nn(C)cc1CN1CCC(CO)(CCOc2ccccc2)CC1
 : 99	-8	-1	101	103	-1	-5	-4	102	99	101
- COc1ccc(Cc2nn3c(-c4ccccc4Br)nnc3s2)cc1
 : 94	0	0	95	95	-3	0	-5	95	97	97
- NC(=O)C1(NC(=O)[C@@H]2CC3(CC(c4cccc(NC(=O)c5cc([N+](=O)[O-])cc([N+](=O)[O-])c5)c4)=NO3)CN2C(=O)c2ccccc2)CC1 (stereo not given in full)
 : 99	-11	-2	98	100	4	-4	-5	100	101	101
- CN(C)N1C(=O)CC(N2CCCCC2)C1=O (stereo not given)
 : 97	-4	0	107	109	0	0	-3	101	102	104
- C/C(=N/NC(=O)c1cccs1)c1ccc(NC(=O)COc2ccc(Cl)cc2Cl)cc1
 : 95	0	0	95	96	-1	1	0	94	95	93
- O=C(Nc1ccc(N2CCN(Cc3ccccc3Cl)CC2)cc1)c1cccnc1
 : 99	-3	-2	101	103	-2	0	-1	102	102	105

# Source: PubChem BioAssay (NMMLSC)
